DENV2 CPE – protects cells from dengue virus 2 cytopathic effect; DENV2-infected cells, cytopathic effect rescue, plate reader; CPE inhibition, % at 9.99 µM; 1.7% of 350,000 active; in the data active = CPE inhibition above about 20%, passing the limit was not always enough; inconclusive = no clear call, values can overlap the other calls; tested in BHK-21 cells;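 also: 0% = median of neutral control wells and 100% = median of positive control wells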
FN deposit inh – fibronectin deposition inhibition | AID 743247 | 0.086% of 350,000 active | AH1F fibroblasts, Alexa488-fibronectin deposition fluorescence, overnight | inhibition, % at 12.6 µM;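 active = mean inhibition across replicates of 30% or more, regardless of how many single replicates reach that level; inconclusive = mean under 30% yet at least half of replicates reach 30%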;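 also: positive control wells lacked labelled fibronectin entirely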
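Assay system: AH1F fibroblasts assembling fluorescent fibronectin matrix; Amount: 10000 AH1F cells per well; Buffer or medium: DMEM, 2% serum; Probe or stimulus: Alexa488-fibronectin, 24 nM final in well; Doses: single compound dose, delivered by pin transfer; Incubation: 1 h adhesion, overnight exposure; Measured by: fluorescence 485/525 nm; Read-out: fibronectin deposition inhibition.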
PAX8 inh HTS – inhibitors of PAX8 transcriptional activity in RMG-I cells | 1.2% of 360,000 active | RMG-I TPO-luciferase reporter, SteadyGlo, 24 h | inhibition, % at 12.6 µM;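 active = mean replicate inhibition at least 60% with every replicate also reaching 60%; inconclusive = only one of the two criteria is met; inactive = mean below 60% and not all replicates reaching 60%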;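 also: luciferase light reporting Pax8 driven TPO promoter activity; plate controls were median of neutral control wells for no effect and mitoxantrone controls for full effect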
CFTR F508del cor – correctors of CFTR F508del function in bronchial epithelial cells | 0.36% of 350,000 active | CFBE cells, YFP halide quenching; stimulated with forskolin plus potentiator P3; % fluorescence drop versus neutral controls | activity (quench increase), % at 7.58 µM;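 active = mean added fluorescence quench of at least 8% versus neutral control, with both replicates also reaching 8%; inconclusive = only one of the mean or replicate conditions met; inactive = mean below 8% and not both replicates reaching 8%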;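 also: cells transiently co-express mutant CFTR-F508del with the halide-sensitive YFP; corrector assay measuring rescue of mutant channel to the surface after 24 h compound exposure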
INS-1E GSIS act – GLuc luminescence reporter in INS-1E cells, primary screen for activators of glucose-dependent secretion of insulin. INS-1E GLuc reporter insulin secretion, 2-3 h. activation, % at 16.6 µM. 0.61% of 370,000 active. AID 743287;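 active = lowest replicate activation of at least 40%, so every replicate reaches that level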;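 also: 0% = median of neutral control wells and 100% = median of IBMX positive control wells; some compounds called inactive have numbers as strong as hits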
miR-122 sensor – miR-122 inhibition in Huh7 cells | Huh7 miR-122 Renilla luciferase sensor, 48 h; neutral wells = 0, positive control = 100 | activation (reporter increase), % at 12.5 µM | 0.3% of 340,000 active | AID 602342;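 active = mean replicate activation score at least 90 and every replicate individually at or above 90; inconclusive = only one of the two criteria met; inactive = neither criterion met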;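 also: higher luciferase means less miR-122 activity so hits act as miR-122 inhibitors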
EWS-Fli block – inhibitors of EWS/Fli oncoprotein transcriptional activity; inhibition, % at 12.6 µM; AID 651661; 0.67% of 350,000 active; A673 NR0B1-luciferase reporter, viability-normalised;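 active = mean inhibition of at least 50% after viability correction, with every replicate also passing that limit; inconclusive = mean reaches 50% but only one of two replicates passes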;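 also: firefly luciferase signal divided by Alamar Blue viability fluorescence both relative to DMSO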
The depositor's hits bear a star; ? = inconclusive; · = not tested or not shown; & = joins results of further samples; [ ] = remark or other dose. Hits appear at their usual frequency; 3.9% or so of the library scored in one or more.

SMILES	DENV2 CPE	FN deposit inh	PAX8 inh HTS	CFTR F508del cor	INS-1E GSIS act	miR-122 sensor	EWS-Fli block
Cc1cccc(Nc2nnc(SCC(=O)NC(=O)Nc3ccc4c(c3)OCCO4)s2)c1	-3	2	-1	·	1	-12	-9
COc1ccc(CN(C)C[C@H]2OCCCC[C@@H](C)Oc3ccc(NC(=O)C4CCCCC4)cc3C(=O)N([C@H](C)CO)C[C@@H]2C)cc1	?	9	4	-1.2	-8	3[16.7 µM]	·
C[C@H](NC(=O)N1CCn2c1nc1ccccc12)C(=O)NCc1ccc(F)cc1	-2	-7	18	1.2	-11	-3	5
NC(=O)Cn1ccc(O)c(Cc2ccc(Cl)cc2Cl)c1=O	11	1	7	3.1	19	1	9
Cc1ccc(C)c(NC(=O)COc2coc(CN3CCc4ccccc43)cc2=O)c1	?	-4	25	2.2	2	-6	16
C[C@H]1CN([C@@H](C)CO)C(=O)c2cc(NS(=O)(=O)c3cccs3)ccc2O[C@@H]1CN(C)S(=O)(=O)c1cn(C)cn1	-2	0	-31	-2.2	31	0[16.7 µM]	-12
CCOc1ccccc1NC(=O)COC(=O)c1ccc2ccccc2n1	-4	-3	18	-0.9	·	·	5
CCCC(C)C(=O)Nc1nnc(CCc2ccccc2)s1 (stereo not given)	-4	-16	-3	2.6	-2	-3	5
Cc1nc2sccn2c(=O)c1CCN1CCC(=C(c2ccc(F)cc2)c2ccc(F)cc2)CC1	-14	-2&-3	11	1.7	·	-1	15
O=C(Cc1ccccn1)N[C@H]1CC[C@@H](CCn2cc(-c3ccccc3)nn2)O[C@H]1CO	?	·	7	2.5	11	6[16.7 µM]	6
Brc1cc2c(cc1CN1CCc3ccccc3C1)OCO2	1	-1	20	1.3	4	-4	1
CN(C)S(=O)(=O)c1ccc(NC(=O)c2c(F)cccc2Cl)cc1	·	-1	-10	·	·	6	·
O=C(NN1CCOCC1)c1ccccc1F	0	3	10	2.6	3	-2	-4
Cc1ccc(CN2CCNC(=O)C2CC(=O)NC2CCCCCC2)cc1 (stereo not given)	5	-10	-4	2.9	-2	-5	3
CCOc1cc(/C=C2\C(=N)N3N=C(C)SC3=NC2=O)ccc1OCCOc1ccccc1	-6	-2	5	-2.3	26	-3	4
N=c1c2c3c(sc2ncn1Cc1ccco1)CCCCC3	·	10	-7	·	29	·	·
COc1ccc(S(=O)(=O)N2CC(C(=O)O)Oc3ccc(Cl)cc32)cc1 (stereo not given)	6	1	9	0.8	-6	1	5
CN1CCOCCOCCOCCN(C)C1=S	1	3	-2	-1.3	8	·	5
CCCC(=O)Nc1cc(C(=O)N(C)CC(OC)OC)ccc1S(=O)(=O)c1ccc(C)cc1	-1	2	24	-0.8	-1	1	8
COc1ccc(-n2c(C)cc(C(=O)COC(=O)c3cc(NC(=O)c4cccs4)c(OC)c(OC)c3)c2C)cc1	2	·	4	5.3	-2	-7	6
Cc1ccc(C)c(OCc2cc(C(=O)N3CCN(C4CCCCC4)CC3)no2)c1	9	1	-4	-1.5	-3	3	9
NCCCCCc1cn([C@@H](CCC(=O)O)C(=O)NCCCCCCCCCCC(=O)N2CCNCC2)nn1	-1	-4	-12	1.6	11	-1	-9
CCCCCCCCCCCCCCCC[n+]1ccc(C(N)=O)cc1	·	-16	111*	·	15	-8	·
CCN(CC)S(=O)(=O)c1ccc(OC)c(NC(=O)c2ccc([N+](=O)[O-])cc2)c1	-2	-48	19	1.8	-15	·	3
Cc1cc(C)n2nc(C(=O)N/N=C/c3cccs3)nc2n1	13	5	-10	-3.0	8	-3	-4
Cc1cccc(-n2c(SCC(=O)Nc3ncc(Cl)cc3Cl)nc3ccccc32)c1	11	-6	16	·	-7	-4	-3
O=C(c1ccncc1)N(c1ccc(N2CCOCC2)cc1)C(c1ccccc1)c1nc2ccccc2[nH]1 (stereo not given)	-2	6	-187	0.7	-5	1	-91
C[C@@H]1CCCCO[C@H](CN(C)Cc2ccc(Cl)c(Cl)c2)[C@@H](C)CN([C@@H](C)CO)C(=O)c2cc(NC(=O)Cc3ccccc3)ccc2O1	7	-11	96*	-1.5	-38	-6[16.7 µM]	-2
Cc1ccc(NC(=O)C2=CCN(S(=O)(=O)c3ccc(F)cc3)CC2)cc1	-1	-1	-7	0.1	-12	1	-13
O=C(CSc1ncccn1)NCC1CCCO1 (stereo not given)	-3	·	2	-2.3	10	-1	·

Some of these compounds in order of number of heavy atoms, largest number first:
SMILES	DENV2 CPE	FN deposit inh	PAX8 inh HTS	CFTR F508del cor	INS-1E GSIS act	miR-122 sensor	EWS-Fli block
Cc1ccc(C)c(OCc2cc(C(=O)N3CCN(C4CCCCC4)CC3)no2)c1	9	1	-4	-1.5	-3	3	9
Cc1ccc(NC(=O)C2=CCN(S(=O)(=O)c3ccc(F)cc3)CC2)cc1	-1	-1	-7	0.1	-12	1	-13
Cc1cc(C)n2nc(C(=O)N/N=C/c3cccs3)nc2n1	13	5	-10	-3.0	8	-3	-4

Further structures.
SMILES	DENV2 CPE	FN deposit inh	PAX8 inh HTS	CFTR F508del cor	INS-1E GSIS act	miR-122 sensor	EWS-Fli block
COc1ccc(S(=O)(=O)N[C@H]2CC[C@@H](CCNC(=O)Cc3ccccn3)O[C@@H]2CO)cc1	-3	-15	-2	1.9	-1	-3[16.7 µM]	1
COc1ccc(CN(C)C[C@H]2OCCCC[C@H](C)Oc3ccc(NC(=O)NC4CCCCC4)cc3C(=O)N([C@@H](C)CO)C[C@@H]2C)cc1	-5	-6	·	1.2	-28	21[16.7 µM]	1
COc1ccc([Si](C)(C)[C@@H]2[C@@H](CCn3cc([C@H](O)c4ccccc4)nn3)O[C@]3(C(=O)N(Cc4cccc(N5CCOC5=O)c4)c4ccccc43)[C@H]2C)cc1	-3	·	?	0.5	·	·	12
CO[C@@H]1CN(C)C(=O)c2cc(NC(=O)c3ccccc3F)ccc2OC[C@H](C)N(C)C[C@@H]1C	10	2	-1	-4.5	2	6[16.7 µM]	3
COC(=O)C[C@H]1C[C@@H]2c3cc(NC(=O)C4CCC4)ccc3O[C@@H]2[C@@H](CO)O1	-4	-9	-2	-0.9	0	0[16.7 µM]	-4
CC(C)c1ccc(O)c(=O)cc1	-4	8	12	0.0	1	-5	11
Cc1noc(C)c1NC(=O)Nc1ccc2c(c1)C(=O)N([C@H](C)CO)C[C@H](C)[C@@H](CN(C)C(=O)c1ccccc1)OCCCC[C@H](C)O2	1	·	2	-2.9	2	1[16.7 µM]	-3
Cc1cc(C)nc(SCc2ccc(C(=O)N/N=C3\CC(C)CC(C)(C)C3)cc2)n1 (stereo not given)	-4	-3	31	-1.3	15	0	-5
COc1cccc(-n2c(SCC(=O)NC3CCS(=O)(=O)C3)nc3ccccc3c2=O)c1 (stereo not given)	12	-9	12	-1.8	4	-2	-3
O=C(CSc1nnc(NC(=O)c2ccccc2[N+](=O)[O-])s1)NCc1ccco1	4	-1	-10	-0.6	-7	·	-3
COc1ccc(S(=O)(=O)Nc2ccc3c(c2)C(=O)N([C@H](C)CO)C[C@@H](C)[C@H](CN(C)S(=O)(=O)c2ccc(OC)cc2)OCCCC[C@@H](C)O3)cc1	-3	1	36	0.3	-4	-11[16.7 µM]	13
CC(=O)N1[C@@H]2Cn3c(cccc3=O)[C@H]1[C@@H](C(=O)N[C@@H](C)c1ccccc1)[C@@H]2CO	5	·	·	-2.8	10	·	-4
CCC(NS(=O)(=O)c1ccc(C)cc1)C(=O)N1CCN(c2ccccn2)CC1 (stereo not given)	?	5	0	-0.9	7	2	0
CC1CCCC(C)N1C(=O)Cn1c(=O)sc2ccccc21 (stereo not given)	-7	2	7	0.6	8	10	1
COc1ccc(OC)c(NC(=O)Nc2nc(C(N)CCc3ccccc3)cs2)c1 (stereo not given)	-10	·	18	1.1	·	-5	22
C[C@@H]1CN([C@H](C)CO)C(=O)c2cccc(NC(=O)Nc3ccccc3)c2O[C@@H]1CN(C)Cc1ccc(-c2ccccc2)cc1	-1	·	-10	0.5	-7	-12[16.7 µM]	16
Cc1ccc(-c2cc(-c3n[nH]c(=S)o3)c3ccccc3n2)cc1	10	-4	·	-1.2	·	·	-1
CCc1cccc(C)c1NC(=S)N(CCN(C)C)C(C)c1ccco1 (stereo not given)	-4	4	2	0.5	-23	·	2
C[C@@H]1CN([C@H](C)CO)C(=O)Cc2cc(NC(=O)c3ccncc3)ccc2O[C@H]1CN(C)C(=O)Nc1ccc(C(F)(F)F)cc1	23*	·	-4	6.7	11	1[16.7 µM]	1
O=C(N/N=C\c1ccccn1)C1c2ccccc2Oc2ccccc21	-6	-3	-14	-0.2	7	·	7
Cc1cn([C@H]2C[C@H](O)[C@@H](/C=C/C(=O)NCc3cccc4ccccc34)O2)c(=O)[nH]c1=O	-4	-4	17	-3.5	14	-3	-2
Cc1cccc(/C(N)=N/OC(=O)N2c3ccccc3Sc3ccccc32)c1	·	-3	-15	·	·	1	·
CCc1ccc(NC(=S)N(Cc2ccccc2)Cc2ccccn2)cc1	-9	-9	15	1.2	-12	-2	-13
CCCCn1c(N)c(Sc2ccccc2[N+](=O)[O-])c(=O)[nH]c1=O	2	0	-17	1.0	-26	·	7
Cc1cccc(S(=O)(=O)NC(=O)C2(C)CCN2C(=O)C2(c3ccc(Cl)cc3)CCC2)c1 (stereo not given)	2	·	0	1.5	·	6	5
Cc1ccc(NC(=O)CCC(=O)NNC(=O)COc2ccc([N+](=O)[O-])cc2)cc1C	6	·	4	-1.1	-12	4	·
CCOc1cc(S(=O)(=O)NCCc2ccccc2C)c(OCC)cc1-n1cnnn1	·	1	·	·	-37	126*	·
O=C(NCC(=O)N(Cc1ccco1)C(C(=O)NC1CCCCC1)c1ccncc1)c1cccs1 (stereo not given)	1	10	-6	0.5	-8	0	-3
Cc1ccc(C(=O)N2CCN(c3ccccc3)CC2)cc1NC(=O)c1ccco1	1	·	1	0.9	-1	·	6
O=C(c1cccc(S(=O)(=O)Nc2ccccc2Cl)c1)N1CCN(C(=O)c2ccco2)CC1	·	9	0	0.2	-7	-8	2
COCC(=O)N1[C@H](CO)[C@H](c2ccc(-c3cccc(F)c3)cc2)[C@@H]1C#N	?	4	-7	4.4	-5	·	0
O=C(C[C@H]1CC[C@@H]2[C@H](COC[C@@H](O)CN2C(=O)Nc2ccccc2)O1)NCc1ccncn1	-2	-22	-18	-2.9	40	-3[16.7 µM]	-7
COCCOC(=O)c1c(C)oc2ccc(O)c(CN3CCC(C)CC3)c12 (tested in a mixture with another compound)	0	3	·	0.9	0	18	-1
O=C(Nc1ccc(N2CCOCC2)cc1)C1CCN(S(=O)(=O)c2cccc(C(F)(F)F)c2)CC1	3	·	2	0.0	-6	-5	0
COc1ccc(S(=O)(=O)Nc2ccc3c(c2)C(=O)N([C@@H](C)CO)C[C@@H](C)[C@@H](CN(C)C(=O)Nc2ccc(C(F)(F)F)cc2)O3)cc1	-7	4	·	2.7	-28	-5[16.7 µM]	8
O=C(NCCCCNC(=O)c1ccco1)c1ccco1	·	-54	0	·	10	1	·
Cc1ccc(C(=O)NCCN2C3=NC[C@H](Cc4ccc(O)cc4)N3C[C@H]2Cc2ccc(O)cc2)cc1Br	·	-2	-13	-1.6	28	·	13
O=C(Nc1cccc(S(=O)(=O)N2CCOCC2)c1)[C@@H]1CCCN1S(=O)(=O)c1ccc(Cl)cc1	·	1	-20	·	-16	·	·

Arranged by value in CFTR F508del cor (smallest number first): three from the list above.
compound	CFTR F508del cor
Cc1cn([C@H]2C[C@H](O)[C@@H](/C=C/C(=O)NCc3cccc4ccccc34)O2)c(=O)[nH]c1=O	-3.5
CCCCn1c(N)c(Sc2ccccc2[N+](=O)[O-])c(=O)[nH]c1=O	1.0
CCc1ccc(NC(=S)N(Cc2ccccc2)Cc2ccccn2)cc1	1.2

Screening results deposited in PubChem by Broad Institute.
